POLB inh = blocks human DNA polymerase beta activity; Potency, µM (doses to about 114 µM), inactives show top-dose activity change, negative = inhibition, usual class: inhibitors; 340,000 tested, 1.3% active; P06746; Pol beta primer extension/strand displacement, fluorescence kinetic; note: % is set by controls: 0 for no effect and ±100 for the full control effect
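Reaction started by 50 nM substrate onto compound-treated Pol beta (10 nM, 15 min preincubation, room temperature); plates read at 0 min and 10 min. Normalized concentration-effect data fitted by four-parameter Hill equation.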
BLM inh = blocks DNA unwinding by human BLM helicase; Potency, µM (top dose mostly 56.1 µM), without a hit: at the highest dose activity change, negative = inhibition, actives largely listed as inhibitors; AID 2528; recombinant BLM DNA unwinding, fluorescence dequenching; 350,000 tested, 0.2% active; P54132;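 note: plate controls were vehicle for no effect and no enzyme for full effect; nearly all actives have a fitted effect of over 35% in size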
Pol eta inh = DNA polymerase eta (human) inhibition | recombinant Pol eta, fluorescent DNA replication assay | Q9Y253 | Potency, µM (top dose mostly 114 µM), inactives show at the top dose activity change, negative = inhibition, usual class: inhibitors | 390,000 tested, 1.2% active; note: % is set by controls: 0 for no effect and ±100 for the full control effect
Target sequence (Q9Y253 whole entry, looked up): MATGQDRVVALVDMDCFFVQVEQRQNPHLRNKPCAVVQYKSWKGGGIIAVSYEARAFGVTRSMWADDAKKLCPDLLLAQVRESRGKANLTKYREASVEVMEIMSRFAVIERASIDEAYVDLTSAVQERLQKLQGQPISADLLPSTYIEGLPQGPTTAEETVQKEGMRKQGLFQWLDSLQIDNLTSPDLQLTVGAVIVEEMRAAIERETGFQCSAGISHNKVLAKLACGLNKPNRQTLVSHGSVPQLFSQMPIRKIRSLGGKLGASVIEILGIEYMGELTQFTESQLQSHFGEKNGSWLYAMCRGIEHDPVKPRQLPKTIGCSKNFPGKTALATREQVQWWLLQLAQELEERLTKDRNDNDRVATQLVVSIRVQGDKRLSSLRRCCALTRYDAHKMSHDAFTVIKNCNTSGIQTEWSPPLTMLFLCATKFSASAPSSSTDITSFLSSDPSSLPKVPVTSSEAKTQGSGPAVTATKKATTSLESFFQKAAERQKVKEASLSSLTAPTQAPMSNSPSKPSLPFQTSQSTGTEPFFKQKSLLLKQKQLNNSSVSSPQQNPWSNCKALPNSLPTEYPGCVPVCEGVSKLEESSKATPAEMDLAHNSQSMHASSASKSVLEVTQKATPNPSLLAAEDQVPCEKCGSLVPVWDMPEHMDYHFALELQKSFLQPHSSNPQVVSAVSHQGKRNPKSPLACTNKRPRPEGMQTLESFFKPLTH
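Pol eta at 10 nM preincubated with compounds 15 min at room temperature; reaction started with fluorescent substrate (50 nM final) and read kinetically at 0 and 10 min.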
BAZ2B inh = BAZ2B (human) inhibition; Q9UIF8; AlphaScreen BAZ2B-H3K14Ac peptide displacement; Potency, µM (highest dose often 114 µM), for the others: top-dose activity change, negative = inhibition, hits mostly inhibitors; 360,000 tested, 4.4% active; AID 504333; note: % is set by controls: 0 for no effect and ±100 for the full control effect; nearly all actives have a fitted effect of over 60% in size
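Compounds, titrated to a top concentration of 110 uM, were incubated 30 min at room temperature with preformed BAZ2B/acetyl-K14 H3 peptide complex (50 nM each). Proximity signal was measured by AlphaScreen after 20 min with beads.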
POLK inh = DNA polymerase kappa (human) inhibition; purified Pol kappa, fluorescent DNA synthesis assay, 10 min; Potency, µM (doses to about 107 µM), for inactives: at the top dose activity, negative = inhibition, actives largely listed as inhibitors; 400,000 tested, 0.53% active; AID 588579; note: % is set by controls: 0 for no effect and ±100 for the full control effect
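Readout: fluorescence, taken kinetically at 0 and 10 min. Conditions: 10 nM Pol kappa, 15 min RT compound preincubation, 50 nM substrate final. Controls: enzyme-free buffer wells.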
APE1 inh = blocks human APE1 abasic DNA cleavage; P27695; recombinant APE1, TAMRA/BHQ-2 abasic DNA cleavage fluorescence; Potency, µM (highest dose often 65.8 µM), for inactives: at the top dose activity change, negative = inhibition, actives largely listed as inhibitors; 350,000 tested, 0.35% active;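 note: plate controls were vehicle for no effect and reference inhibitor for full effect; nearly all actives have a fitted effect of over 55% in size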
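Kinetic fluorescence read (525 ex/598 em nm, three reads 60 s apart) of AP-site incision; signal = third minus first read. Enzyme 0.75 nM, dual-labelled THF duplex 50 nM, compound preincubation 15 min RT.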
POLI inh = blocks human DNA polymerase iota activity; Q9UNA4; Pol iota fluorescent replication assay, 10 min; Potency, µM (top dose mostly 115 µM), for the others: at the highest dose activity, negative = inhibition, usual class: inhibitors; 390,000 tested, 1% active; AID 588590
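Pol iota at 10 nM preincubated 15 min with compounds at room temperature; reaction started with fluorescent substrate, 50 nM final. Fluorescence read kinetically at 0 and 10 min; buffer-only wells as negative control.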
JMJD2A Tudor = inhibitors of human JMJD2A Tudor domain; 390,000 tested, 4.4% active; AlphaScreen JMJD2A-Tudor / H3K4me3 peptide binding; Potency, µM (series often up to 114 µM), for inactives: top-dose activity change, negative = inhibition, actives largely listed as inhibitors; O75164; note: % is set by controls: 0 for no effect and ±100 for the full control effect; nearly all actives have a fitted effect of over 50% in size
G9a block = blocks human histone lysine methyltransferase G9a; Q96KQ7; G9a H3K9 monomethylation, AlphaScreen, 2 h; Potency, µM (series often up to 102 µM), for the others: top-dose activity, negative = inhibition, most hits filed as inhibitors; 350,000 tested, 8.8% active; AID 504332; note: % is set by controls: 0 for no effect and ±100 for the full control effect; nearly all actives have a fitted effect of over 75% in size
Target sequence (Q96KQ7 913-1193 limits assumed): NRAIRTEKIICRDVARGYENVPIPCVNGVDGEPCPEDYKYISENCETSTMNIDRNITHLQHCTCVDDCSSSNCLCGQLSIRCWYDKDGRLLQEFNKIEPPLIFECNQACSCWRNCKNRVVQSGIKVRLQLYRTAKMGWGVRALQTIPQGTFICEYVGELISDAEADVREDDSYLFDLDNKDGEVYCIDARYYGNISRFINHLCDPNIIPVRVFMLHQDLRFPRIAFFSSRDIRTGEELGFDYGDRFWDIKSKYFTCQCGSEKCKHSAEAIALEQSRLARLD
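Quantitative HTS format: methyltransferase activity on a biotin-tagged H3K9 peptide is measured by AlphaScreen, using a rabbit anti-monomethyl-H3K9 antibody with streptavidin donor and anti-IgG acceptor beads. Final levels are 20 nM enzyme, 500 nM peptide, 20 uM SAM; 2 h RT.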
Active calls of the source: *; [ ] = another dose, or the depositor's remark. Calls come from the whole dose curve; as a rule, active = well fitted curve in the direction sought with a large enough effect; inconclusive = small, poorly fitted or top-dose-only effect, or another doubt; inactive = no such curve, though single readings can be large; an effect the other way counts as inactive or inconclusive. Potency is the fitted concentration of half-maximal effect. Only part of the results is shown, so the mix of outcomes need not match the whole.

How did CCOCCCn1c(SCC(=O)Nc2ccc(F)cc2)nc2c(sc3ccccc32)c1=O do in these assays?
POLB inh: 19.7%; BLM inh: 0.7%; Pol eta inh: -11.5%; BAZ2B inh: 2.6%; POLK inh: -0.3%[60.1 µM]; POLI inh: 4.9%; JMJD2A Tudor: -17.7%; G9a block: 6.9%[59 µM]

What do the screens show for `CCOCCCNC(=O)c1cn(CC(C)C)c(=O)c2cc(OC)c(OC)cc12`?
POLB inh: 28.5%; BLM inh: -17.7%; Pol eta inh: 7.8%; BAZ2B inh: -5.6%; POLK inh: -11.6%; APE1 inh: 3.0%; POLI inh: 29.6%; JMJD2A Tudor: -17.7%; G9a block: 8.5%[59 µM]

What do the screens show for `N=C(N)SCc1nc2ccccn2c1Br`?
POLB inh: -6.4%; BLM inh: 2.1%; Pol eta inh: -3.9%; BAZ2B inh: -4.6%; POLK inh: -3.6%; APE1 inh: 3.5%; POLI inh: 19.4%; JMJD2A Tudor: -10.9%; G9a block: -5.0%[59 µM]

What do the screens show for `CCSc1cc(N2CCCC2)nc(-c2ccc(Cl)cc2)n1`?
Pol eta inh: -1.3%; BAZ2B inh: 7.5%; POLK inh: 12.6%; APE1 inh: 51.9%[activator]; POLI inh: 27.5%; JMJD2A Tudor: 17.1%; G9a block: -10.1%[0.501 µM]

Results for CC1=C(c2ccc(C)cc2)S(=O)(=O)NC1=NCc1cccc(F)c1 ?
POLB inh: 2.8%; BLM inh: 0.3%; Pol eta inh: -18.2%; BAZ2B inh: inconclusive; POLK inh: -6.7%; POLI inh: 3.1%; JMJD2A Tudor: -27.5%; G9a block: -44.0%[59 µM]

What do the screens show for `Cc1ccc(S(=O)(=O)N2CCOCC2)cc1NC(=O)C1=NN(c2ccccc2)C(=O)CC1`?
POLB inh: 15.0%; BLM inh: -0.9%; Pol eta inh: -14.2%; BAZ2B inh: -24.9%; POLK inh: 13.3%; APE1 inh: 61.3%[activator]; POLI inh: -0.1%; JMJD2A Tudor: 16.0%; G9a block: 1.2%

How did Cc1cc(C)c(NC(=O)COC(=O)COc2ccc3c(C)cc(=O)oc3c2)c(Cl)c1 do in these assays?
Pol eta inh: -5.4%; BAZ2B inh: 0.7%; POLK inh: -32.0%; APE1 inh: 17.7%; POLI inh: inconclusive; JMJD2A Tudor: 27.9%; G9a block: -15.5%[59 µM]

What do the screens show for `O=c1[nH]nc2n1CCCCC2`?
POLB inh: -13.9%; BLM inh: 2.1%; Pol eta inh: -4.0%; BAZ2B inh: -5.2%; POLK inh: 0.3%; APE1 inh: 4.9%; POLI inh: 17.0%; JMJD2A Tudor: 8.3%; G9a block: 33.7%

How did COC(=O)C(C)N(C#N)c1nc(C)nc(C)n1 (stereo not given) do in these assays?
POLB inh: -7.4%; BLM inh: -2.7%; Pol eta inh: 5.8%; BAZ2B inh: 3.3%; POLK inh: -7.1%; APE1 inh: 0.5%; POLI inh: 4.3%; JMJD2A Tudor: -15.7%; G9a block: -7.0%[59 µM]

What do the screens show for `COc1ccc(OCCCC(=O)OCC(=O)c2ccc3c(c2)NC(=O)CO3)cc1`?
Pol eta inh: -6.5%; BAZ2B inh: 1.2%; POLK inh: 1.8%; APE1 inh: 24.8%; POLI inh: 13.5%; JMJD2A Tudor: -16.0%; G9a block: -2.3%[0.501 µM]

Results for CCOC(=O)CSCc1nc(-c2ccc(Cl)cc2)oc1C ?
POLB inh: 3.8%; BLM inh: -2.1%; Pol eta inh: -12.0%; BAZ2B inh: 7.4%; POLK inh: -4.5%; APE1 inh: 0.2%; POLI inh: 1.6%; JMJD2A Tudor: 3.4%; G9a block: -7.3%

How did COc1ccc(-c2nc3ccccc3nc2-c2ccc(OC)cc2)cc1 do in these assays?
POLB inh: -9.2%; BLM inh: -8.9%; Pol eta inh: -24.4%; BAZ2B inh: 90.0%[activator]; POLK inh: -5.4%; APE1 inh: 19.1%; POLI inh: 36.0%[activator]; JMJD2A Tudor: 100.3%[activator]; G9a block: 379.5%[activator]

What do the screens show for `Cc1cc(C)nc(N2CCCC(C(=O)Nc3cccc(Cl)c3)C2)n1` (stereo not given)?
POLB inh: 22.7%; BLM inh: -1.6%; Pol eta inh: -10.5%; BAZ2B inh: 4.7%; POLK inh: 6.8%; APE1 inh: 29.7%; POLI inh: -8.1%; JMJD2A Tudor: -0.7%; G9a block: 9.5%

How did Cc1ccc(C2NC(=O)c3ccccc3N2)c(C)c1 (stereo not given) do in these assays?
Pol eta inh: -13.1%; POLK inh: -16.0%; POLI inh: 2.2%; JMJD2A Tudor: -2.1%

How did CC(C)(C)OC(=O)N1CCC(C(=O)Nc2cccc(C(=O)N3CCCC3)c2)CC1 do in these assays?
Pol eta inh: -5.8%; POLK inh: 0.5%; POLI inh: 13.4%; JMJD2A Tudor: -2.9%

How did Cc1nc2ccc(NC(=O)N3CCOCC3)cc2s1 do in these assays?
POLB inh: 0.9%; BLM inh: -2.4%; Pol eta inh: 3.3%; BAZ2B inh: 0.2%; POLK inh: -3.2%; APE1 inh: -1.4%; POLI inh: 5.6%; JMJD2A Tudor: -1.2%; G9a block: -29.6%[59 µM]

Results for O=C(COc1ccc2c(c1)oc(=O)c1ccccc12)N[C@@H](Cc1ccccc1)C(=O)O ?
POLB inh: 0.7%; BLM inh: -0.6%; Pol eta inh: -8.5%; BAZ2B inh: -3.1%; POLK inh: 3.8%; APE1 inh: 20.4%; POLI inh: 11.0%; JMJD2A Tudor: -21.1%; G9a block: inconclusive

Results for CC(=O)N[C@@H](C)C(=O)N1CCC(n2nccc2NC(=O)CCCc2ccccc2)CC1 ?
POLB inh: 25.5%; BLM inh: -0.1%; Pol eta inh: -25.3%; BAZ2B inh: 10.1%; POLK inh: 1.7%; APE1 inh: 74.6%[activator]; POLI inh: -7.0%; JMJD2A Tudor: -6.2%; G9a block: 16.2%

How did O=[N+]([O-])c1ccc(O)c(NC(=S)Nc2ccccc2)c1 do in these assays?
POLB inh: 14.8%; BLM inh: -3.1%; Pol eta inh: -9.1%; BAZ2B inh: -37.8%; POLK inh: 1.1%; APE1 inh: -0.6%; POLI inh: 10.2%; JMJD2A Tudor: inconclusive; G9a block: 4.47µM*

Results for CC(C)(Oc1ccc(CCNC(=O)c2ccc(Cl)cc2)cc1)C(=O)O ?
POLB inh: -4.9%; BLM inh: -1.7%; Pol eta inh: -15.2%; BAZ2B inh: 3.8%; POLK inh: -10.8%[60.1 µM]; APE1 inh: -2.4%; POLI inh: 25.7%; JMJD2A Tudor: -7.6%; G9a block: -2.0%[59 µM]

How did COc1ccc(N(CC(=O)N2CCC(C(N)=O)CC2)S(=O)(=O)c2ccccc2)cc1 do in these assays?
POLB inh: 10.3%; BLM inh: 3.4%; Pol eta inh: -19.9%; BAZ2B inh: 9.3%; POLK inh: -13.2%; APE1 inh: 7.4%; POLI inh: 36.3%[activator]; JMJD2A Tudor: 2.1%; G9a block: 10.8%

Results for COc1ccc(OC)c2[nH]c(=O)c(CCNC(=O)CC(C)C)cc12 ?
POLB inh: -2.2%; BLM inh: 0.6%; Pol eta inh: -10.1%; BAZ2B inh: 4.9%; POLK inh: -15.0%; APE1 inh: 1.6%; POLI inh: 16.0%; JMJD2A Tudor: -1.6%[57.1 µM]; G9a block: inconclusive

How did CS(=O)(=O)NCCc1csc2nc(-c3ccccc3)nn12 do in these assays?
POLB inh: -2.3%; BLM inh: 1.1%; Pol eta inh: -18.9%; BAZ2B inh: 5.2%; POLK inh: -3.3%[60.1 µM]; POLI inh: 6.7%; JMJD2A Tudor: 0.0%; G9a block: 2.6%[59 µM]

How did COc1cc(-c2nnc(SCc3ccccc3Cl)o2)cc(OC)c1OC do in these assays?
POLB inh: -20.2%; BLM inh: -7.6%; Pol eta inh: -23.4%; BAZ2B inh: 19.1%; POLK inh: -16.4%; APE1 inh: -9.5%; POLI inh: 14.0%; JMJD2A Tudor: 8.8%; G9a block: 10.1%[59 µM]

What do the screens show for `Cc1cc(NC(NC(=O)c2ccco2)(C(F)(F)F)C(F)(F)F)no1`?
POLB inh: 16.7%; BLM inh: -3.6%; Pol eta inh: -1.9%; BAZ2B inh: 0.9%; POLK inh: -3.6%; APE1 inh: 1.8%; POLI inh: 5.1%; JMJD2A Tudor: -7.7%; G9a block: -0.8%

Results for Cc1nc(C)n(CC(O)COc2ccc3c(c2)CCC3)n1 (stereo not given) ?
POLB inh: -8.7%; BLM inh: -3.7%; Pol eta inh: -8.6%; BAZ2B inh: -3.5%; POLK inh: -7.0%[60.1 µM]; APE1 inh: -3.1%; POLI inh: 23.3%; JMJD2A Tudor: -11.2%; G9a block: -2.4%

Results for CCOc1ccc(-c2nc(CSCC(=O)NC3CC3)c(C)o2)cc1 ?
POLB inh: 21.4%; BLM inh: 0.2%; Pol eta inh: -5.8%; BAZ2B inh: -8.1%; POLK inh: -17.4%; APE1 inh: 0.7%; POLI inh: 18.1%; JMJD2A Tudor: -19.2%; G9a block: -2.9%[0.0925 µM]

What do the screens show for `C#CCNC(=O)C1=C[C@@H](c2csc3ccccc23)[C@H](CCCO)[C@@H](OCC)O1`?
POLB inh: -15.6%; BLM inh: -1.8%; Pol eta inh: -0.8%; BAZ2B inh: -5.3%; POLK inh: -11.4%; APE1 inh: -14.6%; POLI inh: -1.2%; JMJD2A Tudor: -26.6%

Reprinted at random: 3 entries already listed.
What do the screens show for `C#CCNC(=O)C1=C[C@@H](c2csc3ccccc23)[C@H](CCCO)[C@@H](OCC)O1`?
POLB inh: -15.6%; BLM inh: -1.8%; Pol eta inh: -0.8%; BAZ2B inh: -5.3%; POLK inh: -11.4%; APE1 inh: -14.6%; POLI inh: -1.2%; JMJD2A Tudor: -26.6%

How did CS(=O)(=O)NCCc1csc2nc(-c3ccccc3)nn12 do in these assays?
POLB inh: -2.3%; BLM inh: 1.1%; Pol eta inh: -18.9%; BAZ2B inh: 5.2%; POLK inh: -3.3%[60.1 µM]; POLI inh: 6.7%; JMJD2A Tudor: 0.0%; G9a block: 2.6%[59 µM]

Results for COc1ccc(OC)c2[nH]c(=O)c(CCNC(=O)CC(C)C)cc12 ?
POLB inh: -2.2%; BLM inh: 0.6%; Pol eta inh: -10.1%; BAZ2B inh: 4.9%; POLK inh: -15.0%; APE1 inh: 1.6%; POLI inh: 16.0%; JMJD2A Tudor: -1.6%[57.1 µM]; G9a block: inconclusive
